Source: PubChem BioAssay
CHRM1 antagonist – blocks human M1 muscarinic receptor. P11229. CHO-K1 hM1, Fluo-8 calcium fluorescence, ACh EC80 antagonist. AID 588852. 1.3% of 360,000 active. inhibition, % at 3 µM;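 active = percent inhibition above its own plate's cutoff, namely the mean of that plate's compound wells plus 3 SD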;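 also: peak over basal fluorescence ratio during 140 s after agonist addition; 0% = ACh EC80 plus DMSO and 100% = DMSO alone without agonist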
M4 ag – CHRM4 agonism in calcium assay; activation, % at 3 µM; CHO-K1 hM4/Gqi5, Fluo-8 calcium fluorescence; vehicle 0%, full acetylcholine response 100%; 0.14% of 360,000 active;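 active = activation above the run mean over all test wells plus 3 SD, cut at about 32% in these data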;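 also: peak over basal fluorescence ratio per well then scaled between controls; 0% = DMSO wells and 100% = acetylcholine at EC100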
M5 antag – blocks acetylcholine activation of human M5 receptor; AID 624040; 0.59% of 360,000 active; inhibition, % at 3 µM; P08912; CHO-hM5 cells, Fluo-8 calcium fluorescence, ACh EC80;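 active = inhibition above a per-plate cutoff, the mean of that plate's test compounds plus 3 SD, cut at about 27% in these data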;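 also: 0% = acetylcholine EC80 with DMSO and 100% = DMSO without agonist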
Target sequence (P08912 whole entry, looked up): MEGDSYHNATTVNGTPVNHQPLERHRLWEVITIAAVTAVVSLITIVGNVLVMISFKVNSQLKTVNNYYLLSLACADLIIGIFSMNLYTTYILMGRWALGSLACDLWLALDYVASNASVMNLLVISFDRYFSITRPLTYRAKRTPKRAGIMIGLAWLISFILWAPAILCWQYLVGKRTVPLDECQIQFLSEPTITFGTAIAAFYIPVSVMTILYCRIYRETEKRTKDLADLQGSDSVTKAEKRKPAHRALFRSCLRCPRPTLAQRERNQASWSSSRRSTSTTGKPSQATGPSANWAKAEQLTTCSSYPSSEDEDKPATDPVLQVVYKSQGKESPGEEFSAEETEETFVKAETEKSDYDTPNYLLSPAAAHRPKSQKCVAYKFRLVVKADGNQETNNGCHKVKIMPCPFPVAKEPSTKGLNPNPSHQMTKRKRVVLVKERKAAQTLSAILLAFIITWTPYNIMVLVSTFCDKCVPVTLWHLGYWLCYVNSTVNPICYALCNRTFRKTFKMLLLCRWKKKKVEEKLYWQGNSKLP
M1 PAM – potentiates human M1 receptor response to acetylcholine; P11229; CHO-K1 hM1, Fluo-8 calcium fluorescence, ACh EC20; 0% = ACh EC20, 100% = maximal ACh; activation, % at 3 µM; 0.088% of 360,000 active; in the data active = activation above about 19%, passing the limit was not always enough
M1 ag – activates human CHRM1 receptor | P11229 | CHO-K1 hM1, Fluo-8 calcium fluorescence, agonist mode; 0% DMSO, 100% acetylcholine EC100 | activation, % at 3 µM | 0.33% of 360,000 active | AID 588814;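 active = activation above the run's mean compound activation plus 3 SD, cut at about 16% in these data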;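 also: peak over basal fluorescence ratio within a 140 s kinetic read after compound addition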
TAAR1 agonist – human TAAR1 agonism | 0.99% of 360,000 active | CHO RD-HGA16 TAAR1, Fluo-8 calcium fluorescence; vehicle wells 0%, saturating PEA agonist 100% | Q96RJ0 | activation, % at 3 µM | AID 624467;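 active = activation above the mean activation of all test compounds in the run plus 3 SD, cut at about 38% in these data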
Target sequence (Q96RJ0 whole entry, looked up): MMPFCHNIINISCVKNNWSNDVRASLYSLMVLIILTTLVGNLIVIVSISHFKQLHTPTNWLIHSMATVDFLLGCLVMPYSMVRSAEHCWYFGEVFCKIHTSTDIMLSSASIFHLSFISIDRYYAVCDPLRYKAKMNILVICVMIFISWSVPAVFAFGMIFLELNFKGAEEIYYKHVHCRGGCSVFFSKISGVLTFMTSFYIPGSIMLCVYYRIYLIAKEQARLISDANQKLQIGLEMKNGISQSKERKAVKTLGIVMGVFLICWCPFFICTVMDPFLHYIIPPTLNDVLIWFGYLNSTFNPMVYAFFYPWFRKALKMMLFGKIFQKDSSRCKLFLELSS
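System: CHO-derived RD-HGA16 cells with stable Gα16 and human TAAR1 / Times: 17-24 h plating, Fluo-8 75 min 37 °C, 30 min RT / Technique: calcium-sensitive Fluo-8 signal, excitation 470-495, emission 515-575 nm / Measure: % activation relative to PEA EC100 response / Benchmarks: DMSO and PEA EC100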
CHRM5 PAM – potentiates acetylcholine response at human M5 receptor; P08912; CHO-K1 hM5, Fluo-8 calcium, ACh EC20 PAM; 0% = ACh EC20, 100% = ACh EC100; activation, % at 3 µM; 0.3% of 360,000 active;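 active = activation above the run cutoff, the mean activation of all test compounds plus 3 SD, cut at about 18% in these data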
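system = human M5 receptor in CHO-K1 cells | reagent = EC20 acetylcholine as agonist stimulus | compound dosing = single-point, 3 µM nominal | incubation = Fluo-8 loading 80 min at 37 °C plus 30 min room temperature | detection = Fluo-8 calcium dye fluorescence, kinetic read | benchmarks = low control EC20 acetylcholine (0%), high control EC100 acetylcholine (100%)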
CHRM4 antagonist – antagonists of human muscarinic M4 receptor (CHRM4); P08173; CHO-hM4 cells, ACh EC80, Fluo-8 calcium fluorescence; inhibition, % at 3 µM; 0.73% of 360,000 active; AID 624125;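 active = inhibition above its plate's cutoff, the mean inhibition of sample wells plus 3 SD, cut at about 27% in these data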;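 also: 0% = acetylcholine EC80 with DMSO and 100% = DMSO without agonist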
CHRM5 agonist – CHRM5 agonism in calcium assay. 0.19% of 360,000 active. activation, % at 3 µM. CHO-K1 hM5 cells, Fluo-8 calcium fluorescence; 0% DMSO wells, 100% maximal acetylcholine response. AID 624037;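 active = activation above the run's mean over test compounds plus 3 SD, cut at about 23% in these data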;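 also: signal is peak over basal fluorescence ratio across the kinetic read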
Active calls of the source: *; / = not tested or not shown. This is a subset; count on the stated rates, not on these rows.

CHRM1 antagonist | M4 ag | M5 antag | M1 PAM | M1 ag | TAAR1 agonist | CHRM5 PAM | CHRM4 antagonist | CHRM5 agonist | canonical_smiles
-6 | 3 | -3 | 4 | -4 | 2 | 2 | 7 | 3 | O=C(CN1CCOCC1)N1CCN(S(=O)(=O)c2ccccc2)C1c1ccccc1 (stereo unspecified)
-28 | 7 | -3 | -4 | -3 | 10 | 1 | -4 | 4 | Cc1nc(CCNC(=O)c2cc(COc3ccc(F)cc3Cl)on2)sc1C
-4 | 0 | -7 | 4 | 0 | 2 | 3 | 4 | -5 | O=C1C(=O)N(Cc2ccncc2)C(c2cccc(O)c2)/C1=C(\O)c1ccc2c(c1)OCCO2 (stereo unspecified)
-9 | 1 | 2 | 8 | -1 | 2 | 2 | 2 | -1 | NS(=O)(=O)c1ccc(F)c(C(=O)O)c1
-19 | 2 | -2 | -2 | -2 | 7 | -2 | -10 | -4 | COc1ccc(C(=O)Nc2sc3c(c2C(=O)NCc2ccco2)CCCC3)cc1OC
-9 | 0 | -1 | 14 | -10 | -2 | 3 | -6 | -3 | CCC(C)NC(=O)Nc1ccc(C)cc1C (stereo unspecified)
2 | 4 | 9 | -11 | -11 | 24 | -5 | -6 | -2 | CCC(CC)COC(=O)C(C#N)c1nc2ccccc2nc1N1CCN(CC)CC1 (stereo unspecified)
14 | 1 | -9 | -15 | -7 | -3 | 6 | 2 | -6 | O=C(C1CC(=O)N(c2ccc(Cl)cc2)C1)N1CCC(c2nc3ccccc3[nH]2)CC1 (stereo unspecified)
4 | 1 | 17 | -4 | -2 | 1 | -9 | 9 | -6 | COc1ccc(CC(=O)Nc2ccc(N(C)C)c3ccccc23)cc1
3 | 1 | 8 | 9 | 0 | 1 | -5 | 1 | -4 | CC(=O)Nc1nc(-c2cc([N+](=O)[O-])cs2)cs1
-6 | 2 | -3 | 7 | -3 | 5 | 3 | -3 | 6 | O=C(Nc1ccccc1)N1CCn2c(nc3ccccc32)C1
-4 | 1 | 1 | 5 | -4 | 1 | -1 | -8 | 2 | COc1cc(OC)cc(C(=O)Nc2nnc(Cc3ccc(OC)c(OC)c3)s2)c1
-10 | -1 | 5 | 6 | -5 | 3 | 0 | -4 | -1 | Cc1[nH]c(=O)[nH]c(=O)c1S(=O)(=O)N1CCN(c2ccccc2F)CC1
-9 | 0 | 3 | 5 | -4 | 1 | 3 | 5 | 1 | COCCN(C(=O)COC(=O)CSc1ccc(Cl)cc1)c1c(N)n(CC(C)C)c(=O)[nH]c1=O
-9 | 1 | -3 | 13 | -3 | 1 | 3 | 2 | -1 | O=C(Cn1cnc([N+](=O)[O-])c1)Nc1ccc(F)c(Cl)c1
-8 | 2 | -15 | 16 | -3 | 5 | 10 | -10 | 4 | CNC(=O)c1cc(C(=O)c2c(Cl)cccc2Cl)c[nH]1
-6 | 1 | 3 | 1 | -3 | 11 | 3 | -7 | -5 | CCCCOc1ccccc1-c1cc(C(=O)O)[nH]n1
0 | 3 | 10 | 3 | -2 | 3 | -1 | -3 | -2 | COc1cc(OC)cc(C(=O)NCC(=O)NC(C)CCc2ccccc2)c1 (stereo unspecified)
-4 | 2 | 16 | 8 | -9 | 16 | -2 | -3 | -6 | CCCCn1nc2cc(C(=O)NC3CCc4ccccc43)ccc2c1OCC (stereo unspecified)
9 | 0 | 14 | -4 | -2 | 5 | -6 | -4 | 2 | O=C1C=C(c2cccc(OCc3ccccc3)c2)C[C@@H](c2ccc3c(c2)OCO3)C1

Next part.
CHRM1 antagonist | M4 ag | M5 antag | M1 PAM | M1 ag | TAAR1 agonist | CHRM5 PAM | CHRM4 antagonist | CHRM5 agonist | canonical_smiles
7 | 0 | 2 | -11 | -9 | 1 | 6 | -1 | -2 | Cn1c(CCN2CCCCC2)nc2cc([N+](=O)[O-])ccc21
9 | 2 | 7 | -21 | 39* | 3 | -8 | -1 | 9 | CCOC(=O)C1CCCN(C2CC(=O)N(c3ccc(N4C(=O)CC(N5CCCC(C(=O)OCC)C5)C4=O)cc3)C2=O)C1 (stereo unspecified)
-2 | 5 | 1 | 6 | -4 | 1 | -6 | 1 | -5 | O=C(C1CC1)N1CCc2cc(S(=O)(=O)NC3CCN(Cc4ccccc4)CC3)ccc21
-1 | 1 | 8 | 6 | -7 | 2 | -3 | 3 | 0 | CC(=O)Nc1ccc(N=Nc2c(C)[nH]n(C(N)=S)c2=O)cc1
-22 | -1 | -3 | 2 | -5 | -3 | 0 | 1 | -6 | CCCCSc1ncc(C(=O)OCC)c(N)n1
-8 | 0 | 2 | 8 | -3 | 4 | 5 | 4 | -10 | Cc1c(C)c2cc(Cl)c(O)c(CN3CCN(C)CC3)c2oc1=O
-3 | 1 | 6 | 5 | -4 | 0 | 3 | -3 | -2 | CCC(=O)Nc1ccc(C(=O)NNC(=O)c2ccc([N+](=O)[O-])cc2)cc1
-4 | 0 | 0 | 3 | -4 | 0 | 3 | -2 | 2 | COC(=O)CN1C(=O)[C@H]2[C@@H](/C=C/c3ccccc3)N3C(=O)CN(CC4CC4)C(=O)[C@@]3(Cc3ccccc3)[C@H]2C1=O
-12 | 1 | 11 | 1 | 6 | 1 | -4 | 1 | -1 | O=c1oc2ccc(Cl)cc2nc1/C=C(\O)c1cccs1
2 | 0 | 7 | -7 | -6 | 0 | -8 | 2 | -4 | O=C(c1ccc2c(=O)n(Cc3ccco3)c(=S)[nH]c2c1)N1CCN(c2ccccc2)CC1
4 | 13 | -2 | -6 | -3 | 8 | -4 | -1 | 1 | Cc1ccc(-c2csc(NC(=O)c3c(C)noc3C)n2)cc1C
/ | 0 | 1 | / | / | 6 | -2 | -12 | -2 | O=S1(=O)CC(N2CCN(CCO)CC2)CN1Cc1cn(Cc2cccc(Cl)c2)nn1 (stereo unspecified)
-6 | 7 | 2 | 7 | 1 | -4 | -6 | 0 | 2 | COc1ccc(N2C(=O)CSC23CCC(C(C)(C)C)CC3)cc1 (stereo unspecified)
5 | 0 | -1 | 4 | -5 | 5 | -1 | 2 | 1 | O=C(O)c1ccc(Nc2ccc3nonc3c2[N+](=O)[O-])cc1
-5 | 0 | -4 | 4 | -2 | -1 | -2 | -4 | 1 | CC(C)(C)c1ccc(C(=O)NNC(=O)c2ccc(Cl)cc2)cc1
12 | 8 | 7 | -9 | -5 | 2 | -9 | 3 | 2 | COc1cccc(N2CCN(C(=O)CCC(=O)c3ccc(Cl)s3)CC2)c1
-1 | 1 | 2 | 1 | -7 | 2 | -4 | 8 | -3 | CN(C)CCCNC(=O)c1ccc(Cl)c(S(=O)(=O)N(C)c2ccccc2)c1
4 | 1 | 0 | 3 | -4 | 6 | 1 | 14 | -1 | C[C@H](N)c1nnc(SCC(=O)c2ccc(Cl)cc2)o1
-3 | 1 | 4 | 2 | -6 | 2 | 0 | -9 | 0 | COc1ccccc1CNC(=O)C[C@@H]1C[C@H]2c3cc(N(C)C)ccc3O[C@H]2[C@H](CO)O1
-13 | 2 | 6 | 12 | 0 | 4 | -2 | 0 | -2 | CN(Cc1ccco1)C(=O)CN1C(=O)NC(c2ccccc2)(c2ccccc2)C1=O

Continued.
CHRM1 antagonist | M4 ag | M5 antag | M1 PAM | M1 ag | TAAR1 agonist | CHRM5 PAM | CHRM4 antagonist | CHRM5 agonist | canonical_smiles
-7 | 2 | 4 | 0 | -2 | 1 | -5 | -12 | -4 | Cc1ccc(NC(=O)C2CCC(C(C)(C)C)CC2)cc1S(=O)(=O)N1CCOCC1 (stereo unspecified)
0 | 2 | 2 | 5 | -2 | 11 | -1 | 3 | 1 | CCOC(=O)c1cc(NC(=O)N2CCCc3ccccc32)c(C)nc1C
-6 | 2 | 10 | 6 | -7 | 3 | 3 | 7 | -3 | CCOC(=O)C(C)Sc1nnc2c3ccccc3n(C)c2n1 (stereo unspecified)
-4 | 8 | -2 | 1 | -2 | -1 | -5 | -7 | 3 | CC(=O)c1ccc(OCC(O)COc2ccc(C(C)=O)cc2)cc1
0 | 1 | 4 | 29* | -2 | -1 | 2 | -1 | 0 | C/C(=N\NC(N)=S)c1ccc(-n2ccnc2)cc1
-3 | 3 | 6 | -4 | -4 | / | 3 | -7 | 3 | COc1ccc(C2/C=C\CN(S(=O)(=O)c3ccc(C)cc3)[C@H](Cc3ccccc3)C(=O)N2Cc2ccc(F)cc2)cc1 (stereo partly specified)
5 | 0 | 12 | 14 | 2 | -1 | -7 | -2 | 0 | CCOc1ccc(NC(=O)CN(C)C(=O)C2CCN(C(=O)c3ccc(Cl)cc3)CC2)cc1OCC
-7 | 1 | 8 | 7 | -2 | / | -2 | -7 | 3 | O=C(/C=C/c1ccc(Br)o1)OCc1nc2ccsc2c(=O)[nH]1
-7 | 0 | -2 | 11 | -1 | 2 | 2 | 4 | 1 | O=S(NCc1ccco1)C12CC3CC(CC(C3)C1)C2 (stereo unspecified)
-10 | 0 | 6 | 4 | -5 | 0 | -2 | 3 | -1 | CCN(CC)C(=O)Cn1cc(SCC(=O)NC2CCCCC2)c2ccccc21
-2 | 2 | 7 | 12 | -12 | 5 | -3 | 3 | -4 | Cc1ccc(-n2c([S-])c(C(=O)NC(C)c3ccccc3)[n+]3ccccc23)cc1 (stereo unspecified)
8 | 2 | 10 | -6 | -6 | 1 | -19 | 2 | -14 | CC(C)NCC#CCOc1ccc(Cl)cc1
-19 | 2 | 2 | 13 | 1 | 4 | -1 | 6 | 1 | CCN(CC)S(=O)(=O)c1ccc2c(c1)nc(SCC(=O)N1CCOCC1)n2-c1ccccc1OC
-7 | 1 | -1 | 6 | -6 | 10 | 3 | 3 | 1 | COC(=O)c1ccc(C2/C(=C(\O)c3cccc(OC)c3)C(=O)C(=O)N2CCCN(C)C)cc1 (stereo unspecified)
2 | 5 | 11 | 0 | -5 | 3 | -6 | 5 | -1 | O=C(NC1CCCc2ccccc21)C1CCN(S(=O)(=O)c2ccccc2F)CC1 (stereo unspecified)
-5 | 1 | 0 | 7 | -3 | 11 | -2 | 1 | -2 | Nc1c(Br)cc(Br)c(N2CCCC2=O)c1Br
